PMI act hi M6P = human PMI activators, high substrate, primary screen, biochemical, fluorescence intensity, near-saturating mannose 6-phosphate. AID 1216, 2008. 190,000 tested, 0.34% active. Mannose-6-phosphate isomerase (Homo sapiens), P34949. activation factor at 20 µM. coupled PMI enzyme assay, resazurin fluorescence, 20 min; active compounds read high; 1 = untreated enzyme, 0 = substrate-free blank;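 active = activation factor of 2 or more at 20 µM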
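Material: human phosphomannose isomerase with PGI, G6PDH, diaphorase coupling enzymes / Reagent: Man-6-P substrate 1.0 mM / Dosing: single compound dose of 20 µM, 1% DMSO final / Incubation: enzyme reaction with compound 20 min at room temperature / Signal: resorufin fluorescence (Ex 544/Em 590 nm) from resazurin via diaphorase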
TNAP inh noacc = human TNAP enzyme inhibitors, primary screen, biochemical, luminescent, no phosphate acceptor, uHTS. AID 1012, 2008. Alkaline phosphatase, tissue-nonspecific isozyme (Homo sapiens), P05186. purified TNAP, CDP-star luminescence, 30 min. 200,000 tested, 0.26% active. inhibition, % at 20 µM;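 active = tissue-nonspecific alkaline phosphatase inhibition above about 50% at 20 µM in the single-dose screen, limit read from the data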;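 note: 0% = DMSO negative control and 100% = EDTA positive control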
Target sequence (P05186 whole entry, looked up): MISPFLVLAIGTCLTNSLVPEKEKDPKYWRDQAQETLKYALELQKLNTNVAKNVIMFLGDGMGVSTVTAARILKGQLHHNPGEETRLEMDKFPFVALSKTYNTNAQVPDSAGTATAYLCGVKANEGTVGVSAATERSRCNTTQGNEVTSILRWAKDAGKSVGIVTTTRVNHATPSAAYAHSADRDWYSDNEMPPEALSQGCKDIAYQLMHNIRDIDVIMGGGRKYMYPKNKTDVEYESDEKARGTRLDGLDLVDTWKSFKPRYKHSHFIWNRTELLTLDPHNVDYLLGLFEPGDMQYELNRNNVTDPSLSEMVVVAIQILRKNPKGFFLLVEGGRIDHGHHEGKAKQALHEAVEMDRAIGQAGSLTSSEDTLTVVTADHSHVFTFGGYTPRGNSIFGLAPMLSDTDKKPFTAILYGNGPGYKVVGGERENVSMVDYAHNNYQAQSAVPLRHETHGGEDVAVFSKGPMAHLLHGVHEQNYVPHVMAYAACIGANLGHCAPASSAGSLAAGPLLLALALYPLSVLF
TNAP inh hi DEA = human TNAP enzyme inhibitors, primary screen, biochemical, luminescent, high phosphate acceptor level, uHTS; Alkaline phosphatase, tissue-nonspecific isozyme (Homo sapiens), P05186; inhibition, % at 20 µM; 200,000 tested, 0.03% active; purified TNAP, CDP-star luminescence, 1 M DEA;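 active = over 50% inhibition of tissue-nonspecific alkaline phosphatase at 20 µM in the single-dose screen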;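 note: plate controls were DMSO wells for no effect and EDTA-quenched wells as full inhibition for full effect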
APP 5'UTR act = activators of APP 5'UTR luciferase reporter, primary screen, SH-SY5Y cells | SH-SY5Y APP 5'UTR luciferase reporter, luminescence; zero percent = DMSO vehicle wells | activation, % at 2 µM | 190,000 tested, 1% active | AID 1276, 2008;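 active = activation above a set limit, based on mean plus 3 SD of controls, cut at about 140% in these data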; note: values of inactives mirror those of a sister screen read the other way
FLuc inh counter = firefly luciferase enzyme inhibitors, primary screen, artefact control for luciferase-based inhibitor screens, biochemical, luminescence, ATPLite; Luciferin 4-monooxygenase (Photinus pyralis), P08659; 10 min; AID 1006, 2008; 200,000 tested, 1.5% active; inhibition, % at 10 µM;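 active = inhibition above about 50% when tested at 10 µM, limit read from the data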
Target sequence (P08659 whole entry, looked up): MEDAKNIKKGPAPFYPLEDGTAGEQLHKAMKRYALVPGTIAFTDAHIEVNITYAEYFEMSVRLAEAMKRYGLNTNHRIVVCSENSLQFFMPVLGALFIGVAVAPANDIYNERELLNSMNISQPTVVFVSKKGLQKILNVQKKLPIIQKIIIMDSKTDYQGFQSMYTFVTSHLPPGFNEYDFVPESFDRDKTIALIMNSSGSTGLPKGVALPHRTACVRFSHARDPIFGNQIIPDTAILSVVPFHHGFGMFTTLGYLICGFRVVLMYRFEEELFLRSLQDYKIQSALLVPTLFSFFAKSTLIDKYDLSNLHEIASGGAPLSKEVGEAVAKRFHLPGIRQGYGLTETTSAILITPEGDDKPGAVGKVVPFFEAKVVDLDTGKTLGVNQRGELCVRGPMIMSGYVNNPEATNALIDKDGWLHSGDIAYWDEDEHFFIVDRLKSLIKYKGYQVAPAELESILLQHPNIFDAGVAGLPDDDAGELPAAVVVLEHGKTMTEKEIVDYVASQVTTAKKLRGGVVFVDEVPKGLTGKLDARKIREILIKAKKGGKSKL
PMI act = activators of human PMI, primary screen, biochemical, fluorescence intensity, near-Km mannose 6-phosphate; Mannose-6-phosphate isomerase (Homo sapiens), P34949; purified human PMI, coupled resazurin fluorescence, 20 min; active compounds read high; 1 = vehicle control, 0 substrate-free wells; activation factor at 20 µM; 190,000 tested, 0.005% active; AID 1214, 2008;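 active = activation factor of 2 or more at 20 µM, relative to plate controls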
bIAP act = bovine intestinal alkaline phosphatase activators, primary screen, biochemical, bovine IAP, CDP-star luminescence; purified bovine IAP, 30 min; active compounds read high; fold of DMSO-control signal, blank-subtracted; 200,000 tested, 0.17% active; alkaline phosphatase, intestinal [Bos taurus]; activation factor at 20 µM;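 active = activation factor of 2 or more at 20 µM, a signal rise over negative controls twice the positive control's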
NF-kB expr up = activators of NF-kB expression in neurons, primary screen, cell-based, HTS | human neuronal cells, NF-kB reporter expression; active compounds read high | AID 1239, 2008 | 190,000 tested, 1.6% active | fold change at 12.5 µM; in the data active = fold change above about 3.3
TNAP act hiacc = TNAP activators at high phosphate acceptor level, primary screen, biochemical, luminescence, uHTS. activation factor at 20 µM. Alkaline phosphatase, tissue-nonspecific isozyme (Homo sapiens), P05186. 200,000 tested, under 10 active. purified TNAP, CDP-star luminescence, 1 M DEA, 30 min; active compounds read high; 0 = EDTA background, 1 = DMSO-only activity;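 active = activation factor at least 2 at 20 µM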
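Dosing: 20 µM single point. System: human TNAP. Amount: TNAP 1/800 final. Incubation: 30 min, room temperature. Read-out: TNAP activation factor scaled between EDTA and DMSO control wells. Signal: luminescence from CDP-star hydrolysis. Medium: 1 M DEA, pH 9.8, Mg2+, Zn2+. Control set: EDTA negative control, DMSO positive control.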
FLuc act counter = FLuc activators, initial screening, artefact control for FLuc-dependent activation tests, biochemical, ATPlite luminescence. 200,000 tested, under 10 active. Luciferin 4-monooxygenase (Photinus pyralis), P08659. activation factor at 10 µM. ATPlite luciferase biochemical, 10 min; 0 = ATP-free wells, 1 = DMSO control. AID 1027, 2008;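 active = luciferase activation factor, scaled between plate controls, of at least 2 with compound at 10 µM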
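Material: Luciferase/luciferin reagent mix; Doses: test compounds dosed from 2 mM stocks in 100% DMSO; Schedule: 10 min incubation after luciferase reagent addition, room temperature; Measured by: luminescence from luciferase reaction; Read-out: luminescence gain marking luciferase activators.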
* = called active by the depositor; . = not tested or not shown.

Every second line gives: PMI act hi M6P	TNAP inh noacc	TNAP inh hi DEA	APP 5'UTR act	FLuc inh counter	PMI act	bIAP act	NF-kB expr up	TNAP act hiacc	FLuc act counter
Cc1cc2cc(CNC(=O)CCC(=O)O)ccc2[nH]1
→ 0.9	-8.4	0.1	24.2	-3.2	1	0.9	1.2	1	1
COc1ccc(CN(C(=O)CSc2nnc(-c3ccccc3C)o2)c2ccc(F)cc2)cc1
→ 1	-7.0	-3.2	-3.7	-3.5	1	1	0.86	1	1
CCOc1cccc(C(=O)NC(=S)Nc2cccc(C)c2)c1
→ 0.9	1.3	-2.2	26.3	-2.1	0.9	0.8	1.68	1	1
CC(=O)Nc1ccc(N2CCOCC2)c(Cl)c1
→ 1.1	-0.6	-2.6	3.0	-8.6	1	1	1.09	1	1.1
CC(=O)N(Cc1cc(=O)[nH]c2ccccc12)c1cccc(C)c1
→ 1.1	-4.7	-1.0	-7.5	-2.0	1.1	1	0.97	1	1
Cc1sc2ncnc(NCC(C)(C)N3CCOCC3)c2c1C
→ 1	-11.5	-13.5	-8.8	-5.0	1	1	0.71	1.1	1.1
CC/C(=N\NC(=S)Nc1cccc(C)c1)c1ccccc1
→ 1	0.9	-0.3	11.4	5.1	0.9	1.2	1.85	1	0.9
COC(=O)c1sccc1NC(=O)Cn1nnc(-c2ccccc2C)n1
→ 1	-18.6	-6.7	7.8	-0.9	1	1.1	0.94	1.1	1
CCOC(=O)c1cc2sc(C)cc2n1CC(=O)Nc1cccc(C)c1C
→ 1.1	-1.5	1.2	0.0	-5.5	1	0.9	1.2	1	1.1
Cc1nc2ccccc2n1CC(=O)N/N=C\C=C\c1ccccc1
→ 1	-1.3	-1.5	-8.8	3.8	1	1.1	0.87	1	1
CCN(CC)CCNC(=O)C1CCC(=O)N1CCc1ccccc1 (stereo not drawn)
→ 0.9	-12.2	-6.3	6.7	-6.9	1	1.1	1.05	1.1	1.1
Cc1cccc(-n2c(CNC(=O)c3ccccc3)nnc2SCC(=O)Nc2nccs2)c1
→ 0.9	-6.7	-2.7	-11.6	-2.4	0.9	0.9	0.86	1	1
Cc1ccc(C(=O)CN2C(=O)C(C)Oc3ccccc32)cc1 (stereo not drawn)
→ 0.9	-3.4	0.2	12.2	1.2	0.9	1.1	1.44	1	1
O=C(CNC(=O)OCc1ccccc1)NC1CCCCCCC1
→ 0.9	-8.5	-2.4	3.2	-0.6	0.9	1.1	0.99	1	1
CCOC(=O)c1nc(C)n(-c2cc(OC)c(Cl)cc2Cl)n1
→ 1.1	-6.7	-3.5	-3.0	-5.7	1.1	1.1	1.48	1	1.1
O=C(CSc1nnc(-c2cccs2)n1CC1CCCO1)c1cc2ccccc2o1 (stereo not drawn)
→ 1.2	7.9	-3.9	-11.6	-8.8	1.1	1	1.04	1	1.1
Cn1c(=O)c2c(nc(CN3CCN(c4ccccc4)CC3)n2Cc2ccccc2F)n(C)c1=O
→ 0.9	-4.2	-1.2	.	-2.9	0.9	0.9	.	1	1
CCCCn1c(=O)[nH]c(=O)c2c1nc(-c1ccc(-c3ccccc3Br)o1)n2CCOC
→ 0.9	5.4	-2.3	6.9	-9.2	1.1	0.9	1.11	1	1.1
O=C(c1ccc(-n2cnnn2)cc1)N1CCOCC1
→ 1	-10.4	-4.7	14.7	-0.3	1	1	1.28	1	1
CCN(CC)S(=O)(=O)c1ccc(N2CCOCC2)c(NC(=O)c2cc(=O)[nH]c3ccccc23)c1
→ 1	-6.1	-4.7	10.2	-10.7	1.1	1	0.94	1	1.1
Cc1ccc2c(c1)C1CN(C)CCC1N2C(=O)COc1ccc(N(C)C(=O)c2ccccc2)cc1 (stereo not drawn)
→ 0.9	-9.0	1.4	-14.8	5.4	1	1	1.05	1	0.9
CCN1CCN(c2cc(-c3ccccc3)nc3cc(-c4cccc(F)c4)nn23)CC1
→ 0.9	-12.6	-5.9	-15.2	-8.0	0.9	0.9	0.65	1.1	1.1
CCOC(=O)N1CCN(C(=O)CSc2nnc(CNC(=O)c3c(F)cccc3Cl)o2)CC1
→ 1	-10.5	0.3	2.8	-6.9	1	1	0.97	1	1.1
COc1cccc(CN2CCC(C(=O)N3CCN(c4ccccc4F)CC3)CC2)c1
→ 1.1	-3.2	6.2	-7.0	-2.8	1.1	1	1.03	0.9	1
O=C1C2C3C=CC(C3)C2C(=O)N1CN(Cc1ccccc1)CN1C(=O)C2C3C=CC(C3)C2C1=O (stereo not drawn)
→ 0.7	-8.8	-3.3	5.9	-0.9	0.8	1	1.27	1	1
Cc1cc(=O)oc2cc(OCc3ccc(S(=O)(=O)N4CCOCC4)cc3)ccc12
→ 0.9	-15.1	-6.6	-6.7	-9.1	0.9	1	0.65	1.1	1.1
Brc1ccccc1OCCCCCN1CCCC1
→ 1	-7.1	-5.5	11.1	-4.0	0.9	0.9	0.67	1.1	1
CCc1nnc(NC(=O)CSc2nc(-c3ccc(OC)cc3)ns2)s1
→ 1.3	-6.8	2.5	10.1	11.7	1.2	1.1	1.46	1	0.9
O=C(c1nn2c(C(F)(F)F)cc(-c3ccc(F)cc3)nc2c1Cl)N1CCOCC1
→ 1	-9.4	-3.2	-6.0	-0.1	1	1	0.94	1	1
CCCNNC(=O)C(O)(c1ccccc1)c1ccccc1
→ 1.1	-7.9	-3.7	6.9	-3.8	0.9	0.9	0.97	1	1
NC(N)=Nc1nc2cc([N+](=O)[O-])ccc2o1
→ 0.9	-8.7	-7.1	9.9	7.1	1	1	1.33	1.1	0.9
COc1ccc(/C=C/C(=O)Oc2ccc(/C=N/NC(=O)COc3c(C)cccc3C)cc2)cc1
→ 1	-2.5	-0.1	13.8	-9.4	1	0.9	1.41	1	1.1
Cc1nn(-c2cccc(C(=O)O)c2)c(C)c1[N+](=O)[O-]
→ 1.2	-11.7	-1.0	14.6	-5.1	1.2	1	1.03	1	1.1
CCOc1ccc(C(=O)Nc2cc(OC)ccc2OC)cc1
→ 0.9	-15.1	-8.0	7.2	11.1	1	0.8	1.35	1.1	0.9
Cc1ccc(Cl)cc1NC(=O)Cn1cc(C(F)(F)F)cc(Cl)c1=O
→ 1.1	9.9	-1.7	-3.0	-8.1	1	1	1.19	1	1.1
CCCC(=O)OC1CCS(=O)(=O)c2sccc21 (stereo not drawn)
→ 1	-8.3	-6.7	-4.4	-3.3	0.9	1	1.58	1.1	1
COc1ccc(C(=O)O/N=C2\CCCc3nonc32)cc1
→ 1	-8.9	-5.6	-3.3	-4.7	0.9	0.7	1.01	1.1	1
CCC(C)(C)NC(=O)CN(C(=O)c1snc(C(N)=O)c1N)c1ccc(OC)c(OC)c1
→ 1	-12.8	-3.7	11.8	-4.3	1	1	1.12	1	1
O=C(Nc1ccc(S(=O)(=O)N2CCCC2)cc1)c1cccnc1
→ 1	-5.1	-4.8	12.9	-6.9	1	0.9	1.13	1	1.1
O=C1CCC/C(=N\NC(=O)c2ccc(CSc3cccc4cccnc34)cc2)C1
→ 1	-13.2	-0.3	-8.2	-2.5	1.1	1.2	1.17	1	1
Cc1ccc(-c2nnc3n2N=C(c2ccc(Br)cc2)CS3)cc1
→ 1.1	-8.4	-0.5	-5.4	-1.5	1.1	0.9	1.06	1	1
Cc1onc(-c2ccccc2)c1C(=O)N1CCCc2ccccc21
→ 0.9	-11.8	-9.4	3.0	-3.1	0.9	0.9	1.09	1.1	1
CC(C)(C)C(=O)N1CCC(O)(CS(=O)(=O)c2ccc(Cl)c(Cl)c2)CC1
→ 1	-1.0	0.3	18.2	-5.1	0.9	1.1	1.14	1	1.1
OC(CN=c1sc2ccccc2n1CC(O)COc1ccccc1)COc1ccccc1 (stereo not drawn)
→ 1	1.3	-2.0	-8.8	-5.4	1	1	0.45	1	1.1
CN(C)c1ccc(/C=C(/C#N)C(=O)NCc2ccccc2)o1
→ 0.9	7.9	33.5	38.2	8.2	0.9	0.8	1.52	0.7	0.9
O=C(COC(=O)/C=C/c1nc2ccccc2s1)Nc1ccccc1Oc1ccccc1
→ 0.9	-4.5	-3.3	9.8	3.4	1	0.9	0.84	1	1
COc1ccc(NS(=O)(=O)c2ccc(N3CCCC3)c(NC(=S)Nc3cccc(S(=O)(=O)N(C)C)c3)c2)cc1
→ 0.5	-22.7	-0.2	-11.1	-3.7	0.3	1.6	1.1	1	1
COc1ccc(C(=O)N/N=C2/SCC(=O)N2Cc2ccc3c(c2)OCO3)cc1OC
→ 1	-13.4	-3.2	7.0	-4.3	1	0.9	0.99	1	1
CCC(=O)c1ccc(OCC(O)CN2CCOCC2)cc1 (stereo not drawn)
→ 0.9	-9.3	-5.2	-0.7	-5.8	0.8	0.8	0.97	1.1	1.1
CC(=O)N1CCC2(CC1)C(C#N)=C(N)Oc1c2sc2nc(C)cc(C)c12
→ 1.1	-0.2	-1.0	7.2	-3.6	1.2	0.9	1.18	1	1
Cc1ccc(S(=O)(=O)NC2c3cccc4cccc(c34)C2Sc2nncn2C)cc1 (stereo not drawn)
→ 1.1	-13.3	-4.6	8.0	-4.2	0.9	1	0.89	1	1
Cc1ccc(-n2nc(C(=O)O)cc2-c2ccccc2)cc1
→ 0.9	-11.0	-5.4	4.5	-4.7	0.9	1	1.08	1.1	1

Ordered by molecular weight (low to high): 3 of the compounds above.
Every second line gives: PMI act hi M6P	TNAP inh noacc	TNAP inh hi DEA	APP 5'UTR act	FLuc inh counter	PMI act	bIAP act	NF-kB expr up	TNAP act hiacc	FLuc act counter
COc1ccc(C(=O)O/N=C2\CCCc3nonc32)cc1
→ 1	-8.9	-5.6	-3.3	-4.7	0.9	0.7	1.01	1.1	1
O=C(Nc1ccc(S(=O)(=O)N2CCCC2)cc1)c1cccnc1
→ 1	-5.1	-4.8	12.9	-6.9	1	0.9	1.13	1	1.1
COc1ccc(NS(=O)(=O)c2ccc(N3CCCC3)c(NC(=S)Nc3cccc(S(=O)(=O)N(C)C)c3)c2)cc1
→ 0.5	-22.7	-0.2	-11.1	-3.7	0.3	1.6	1.1	1	1

4 entries from above, sorted by the number in PMI act hi M6P, descending:
molecule,PMI act hi M6P
O=C(CSc1nnc(-c2cccs2)n1CC1CCCO1)c1cc2ccccc2o1 (stereo not drawn),1.2
CCCNNC(=O)C(O)(c1ccccc1)c1ccccc1,1.1
CCCC(=O)OC1CCS(=O)(=O)c2sccc21 (stereo not drawn),1
Cc1onc(-c2ccccc2)c1C(=O)N1CCCc2ccccc21,0.9

Compound activity (PubChem)
